Myeloid diff 2 – induction of myeloid progenitor differentiation, primary screen, cell-based, flow cytometry, MLPCN library. ER-HoxA9 myeloid progenitors, lysozyme-GFP differentiation. calls only at 10 µM. 360,000 tested, 1% active. AID 624256, 2012;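 active = normalized GFP-positive differentiation at or above the plate's own cutoff, the solvent-only control mean plus 3 SD; inconclusive = no clear call, values can overlap the other calls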;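 note: cells exposed to compound for four days before flow analysis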
HEK293 NOD2/NF-kB – NOD2 signaling inhibitors, cell-based, luminescence, uHTS, HEK293 (AID 1566) | HEK293 NOD2/NF-kB luciferase reporter, luminescence; higher % means a stronger effect | 290,000 tested, 0.63% active | inhibition, % at 4 µM; hits with a dose series show EC50 in µM; note: many of its hits are not listed in these tables
T cell modulator – modulators of CD8 T cell-vesicle binding, primary screen, mouse 2C CD8+ T cells, flow cytometry | 2C CD8+ T cell-vesicle binding; hits give low values | calls only at 7 µM | 330,000 tested, 0.068% active | AID 2052, 2009;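 active = response, share of CD8 T cells binding vesicles, and their 90th percentile fluorescence all below set limits, cut at about 80% in these data, passing the limit was not always enough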
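incubation = binding step 1.5 h, 37 °C, antibody labelling 20 min, ice | test system = 2C mouse CD8+ T cells | read-out basis = percent CD8+ FL2 mean versus row control | controls = Peptide-free naked vesicles (low) and QL9 vesicles with 0.7% DMSO vehicle (high) | detection = flow cytometry of vesicle-bound cells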
NOD1 NF-kB reporter – NOD1 signaling inhibitors, primary screen, cell-based, luminescence, uHTS (AID 1578); NOD1-driven NF-kB luciferase reporter cells, luminescence; higher % means a stronger effect; inhibition, % at 4 µM; hits with a dose series show EC50 in µM; 290,000 tested, 1% active; in the data active = inhibition mostly above about 36%, no sharp cut-off; inactive = mostly below about 34%;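 note: HEK-293T reporter cells stimulated with the NOD1 agonist gamma-tri-DAP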
GPR55 activation – GPR55 agonists via beta-arrestin recruitment, primary screen, imaging, U2OS cells, beta-arrestin-GFP redistribution (AID 1961) | one-dose activation, % at 10 µM; EC50 in µM for titrated hits | U2OS GPR55 beta-arrestin-GFP redistribution imaging; higher % means a stronger effect | 290,000 tested, 0.048% active | G-protein coupled receptor 55 (Homo sapiens);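 active = activation above 40% with more than 50 cells counted in the well; inconclusive = wells holding fewer than 50 cells, flagged as toxic or sparse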;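 note: U2OS osteosarcoma cells stably expressing GPR55 and beta-arrestin-GFP; plate controls were DMSO negative control for no effect and LPI positive control for full effect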
GPR55 LPI antagonism – GPR55 antagonists blocking LPI-driven arrestin recruitment, primary screen, imaging, U2OS, beta-arrestin-GFP, LPI agonist (AID 2013); U2OS GPR55 beta-arrestin-GFP translocation imaging, LPI antagonism; higher % means a stronger effect; G-protein coupled receptor 55 (Homo sapiens); inhibition, % at 10 µM, or IC50 in µM where a hit was titrated; 290,000 tested, 0.13% active;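 active = spots per cell inhibited over 60%, with over 100 cells counted and total cytoplasm intensity under 500,000; inconclusive = wells with under 100 cells, flagged as likely toxic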;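 note: U2OS cells stably carrying GPR55 and arrestin-GFP stimulated by 5 µM LPI near EC80; imaged beta-arrestin-GFP aggregate spots per cell after agonist stimulation; plate controls were LPI-stimulated DMSO wells for no effect and DMSO wells without LPI for full effect; some results filed as inactive read as strong as hits; confirmed hits need IC50 under 10 µM and bright autofluorescent wells are also inconclusive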
NTR1 agonist – agonists of NTR1, primary screen, imaging, U2OS cells, beta-arrestin-GFP, high content (AID 493036) | NTR1-U2OS beta-arrestin-GFP spot imaging, agonist mode | activation, % at 20 µM | 330,000 tested, 0.17% active | Neurotensin receptor type 1 (Homo sapiens), P30989;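 active = activation at or above 40% of the spot to cytoplasm intensity ratio, with at least 20 cells analyzed; inconclusive = wells under 20 cells, flagged as cytotoxic or low count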;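 note: 0% = DMSO without peptide and 100% = 100 nM NTR1 peptide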
Target sequence (P30989 whole entry, looked up): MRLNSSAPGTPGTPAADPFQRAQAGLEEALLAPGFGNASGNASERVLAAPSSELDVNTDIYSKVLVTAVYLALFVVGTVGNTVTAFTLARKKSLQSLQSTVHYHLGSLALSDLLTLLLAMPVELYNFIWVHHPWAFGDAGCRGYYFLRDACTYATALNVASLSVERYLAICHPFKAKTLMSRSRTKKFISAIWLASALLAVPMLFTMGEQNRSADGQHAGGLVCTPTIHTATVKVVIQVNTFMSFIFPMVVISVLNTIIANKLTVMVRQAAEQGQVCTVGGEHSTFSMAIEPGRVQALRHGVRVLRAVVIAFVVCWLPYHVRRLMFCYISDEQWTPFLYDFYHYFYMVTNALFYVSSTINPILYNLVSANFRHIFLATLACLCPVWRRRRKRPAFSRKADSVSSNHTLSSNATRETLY
KOR beta-arrestin-1 – KOR antagonists, beta-arrestin recruitment, cell-based, luminescence, uHTS (AID 1778); 290,000 tested, 0.091% active; KOR beta-arrestin recruitment, luminescence, antagonist mode; higher % means a stronger effect; Kappa-type opioid receptor (Homo sapiens); inhibition, % at 10 µM; hits with a dose series show IC50 in µM; note: strong numbers were not always called active
KOR beta-arrestin-2 – KOR agonists, beta-arrestin recruitment, primary screen, cell-based, luminescence, uHTS (AID 1777); Kappa-type opioid receptor (Homo sapiens); KOR beta-arrestin recruitment, luminescence; higher % means a stronger effect; one-dose activation, % at 10 µM; EC50 in µM for titrated hits; 280,000 tested, 0.02% active; in the data active = activation above about 50%, passing the limit was not always enough; note: a part of the inactive calls stands beside numbers as strong as those of hits
T cell modulator vesicle-bound % – also measured in T cell modulator; calls as there; double positive events, %; measured here: CD8+ vesicle-bound cell fraction;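 binding gate set so that unloaded-vesicle control wells show 10% double positive cells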
NTR1 agonist cell count 20 µM – recorded beside NTR1 agonist, whose call it bears; cell count; measured here: cell count, cytotoxicity flag
Myeloid diff 2 GFP+ MAC1+ % – further read-out of Myeloid diff 2, marked with its call; GFP+ MAC1+ double positive, %; measured here: differentiation confirmed by MAC1 staining
The depositor's hits bear a star; i = inactive; ? = inconclusive; . = no result given; & = joins results of further samples; [ ] = another dose, or the depositor's remark. Cut-off read from the data, not from the text of the source, unless noted: active = inhibition above about 50%; inactive = the rest. Only part of the results is shown, so the mix of outcomes need not match the whole.

molecule	Myeloid diff 2	Myeloid diff 2 GFP+ MAC1+ %	HEK293 NOD2/NF-kB	T cell modulator	T cell modulator vesicle-bound %	NOD1 NF-kB reporter	GPR55 activation	GPR55 LPI antagonism	NTR1 agonist	NTR1 agonist cell count 20 µM	KOR beta-arrestin-1	KOR beta-arrestin-2
CCOCCCNC(=O)c1cccc(OC2CCN(S(C)(=O)=O)CC2)c1	i	1.1	-36%	i	56	-30%	0.2%	8%	0.8	63	-38%[20 µM]	1.2%
CC1(C)COC(/C=C/c2ccc([N+](=O)[O-])cc2)=N1	?	.	-68%	i	44	46%	0.5%	9%	.	.	.	-1.0%
Cc1ccc2c(C)c(C(=O)N3CCC(N4CCC(C(=O)NC5CC5)CC4)CC3)oc2c1	i	0.7	3%	i	37	-11%	0.2%	6%	2.4	62	-23%	-5.2%
NC(=O)c1ccsc1NC(=O)c1cc(=O)c2ccccc2o1	i	2.1	13%	i	42	29%	0.3%	8%	6.6	95	-52%	1.2%
COC(=O)c1nn(-c2ccccc2)c(-c2ccccc2)c1C(=O)c1ccccc1	i	0.9	18%	i	38	16%	-0.1%	19%	4.9	50	-9%	-1.3%
COc1ccc(N2CCN(C(CNC(=O)C(=O)NCCc3c[nH]c4ccccc34)c3ccco3)CC2)cc1 (configuration not stated)	i	0.3	-2%	i	5	-23%	0.0%	8%	3.7	78	4%	8.1%
O=C(CN1CCN(c2ncccn2)CC1)N1CCCc2c1c(=O)oc1ccc(O)cc21	i	0.5	27%	i	56	-18%	-0.3%	-7%	0.4	58	16%	1.2%
c1ccc(-n2ncc3c(N4CCN(c5ccccn5)CC4)nc(N4CCCCCC4)nc32)cc1	i	1.1	-7%	i	54	3%	-0.1%	0%	-1.0	59	27%	0.4%
O=C(Nc1ccc2c(c1)OCCO2)C1CCN(C(=O)c2ccc([N+](=O)[O-])cc2)CC1	i	0.3	20%	i	61	-16%	-0.1%	4%	0.9	98	3%[20 µM]	-3.9%
Cc1ccc(N(C(=O)CCC(=O)Nc2cc(C)on2)C(C(=O)NC2CCCC2)c2ccncc2)cc1 (configuration not stated)	i	0.8	10%	i	48	16%	-0.2%	-3%	0.7	89	24%	-1.9%
C=CCOc1ccccc1CN1CCC(CO)(CCOc2ccccc2)CC1	i	0.2	-9%	i	39	-26%	0.8%	1%	1.3	61	-11%	-1.5%
O=C(c1cccs1)N1CCN(c2nc3ccccc3s2)CC1	i	1.3	-3%	i	69	-26%	0.3%	2%	1.1	67	18%	-2.8%
Cc1ccc(CSc2nnc(Cn3c(=O)sc4ccccc43)n2C)cc1	i	3.2	18%	i	62	-23%	-0.5%	-8%	3.9	46	14%	5.0%
CCc1c(O)nc(SCC(=O)Nc2ccc(OC)cc2)n(C2CCCCC2)c1=O	i	1.1	3%	i	12	-28%	-0.2%	8%	0.6	84	15%	-2.3%
COc1ccc(S(=O)(=O)N2CCCC2C(=O)Nn2cnnc2)cc1 (configuration not stated)	i	1.0	-6%	i	58	8%	0.0%	4%	-1.6	79	-9%	-2.2%
COc1cccc(CN(CC(=O)NCc2ccco2)C(=O)CNS(=O)(=O)c2ccccc2)c1	i	1.3	0%	i	23	-21%	-0.2%	2%	1.4	42	20%	-5.1%
COc1ccc(S(N)(=O)=O)cc1C(=O)N1CCCC1	i	0.1	-6%	i	58	-15%	-0.1%	-6%	-0.6	25	3%[20 µM]	-3.0%
CCOC(=O)C1CCN(c2ncnc3c2cnn3C)CC1	i	0.1	9%	i	54	-6%	-0.1%	5%	0.9	74	11%	3.6%
COc1ccc2oc(-c3ccco3)cc(=O)c2c1	i	0.2	-120%	i	33	-56%	-0.2%	3%	0.6	59	-11%	-0.6%
COc1ccc(CNC(=O)Cn2ncn3cccc3c2=O)cc1	.	.	-49%	i	58	-38%	-0.5%	-7%	0.7	78	-31%	1.0%
CC(NC(=O)CN(C)S(=O)(=O)c1ccc2c(c1)c(=O)n(C)c(=O)n2C)c1ccccc1 (configuration not stated)	i	2.0	-1%	i	9	-15%	-0.2%	-20%	2.4	65	-17%	0.8%
O=C(Nc1nnc(-c2ccccc2SCc2ccccc2)s1)Nc1ccccc1F	i	1.0	-34%	i	36	-52%	0.0%	-6%	0.3	92	2%	4.6%
O=C(CNC(=O)c1ccccc1)NC1(C(=O)NC2CCCCC2)CCCCC1	i	0.3	0%	i	30	-26%	-0.6%	-6%	-0.1	65	25%	6.8%
O=C(Oc1cccc(NC(=O)c2cccs2)c1)c1cccc(S(=O)(=O)N2CCCC2)c1	i	0.8	-26%	i	52	-27%	-0.2%	-20%	4.3	45	28%	4.7%
O=C(NC(=O)c1ccccc1)OCC1CCCN2CCCCC12 (configuration not stated)	i	1.8	20%	i	37	-8%	-0.2%	13%	-1.0	84	8%	-5.3%
CC(C)c1ccc(/C=N/Nc2cc(N3CCOCC3)nc(N3CCOCC3)n2)cc1	i	0.4	-2%	i	26	-6%	-0.2%	11%	12	78	.	1.0%
CCN(CC)S(=O)(=O)c1cc(NC(=O)Cc2n[nH]c(=O)c3ccccc23)ccc1C	i	0.4	22%	i	40	-7%	-0.3%	-6%	0.3	61	8%	-2.8%
Cc1cc(C)n(-c2nncc(-c3ccccc3)n2)n1	i	0.4	-34%	i	48	-22%	0.2%	18%	-0.9	40	38%	12%
O=C(CSc1ccccc1)NC1=NCCS1	i	0.1	-25%	i	54	-5%	0.6%	4%	-0.4	57	16%	1.4%
COc1ccc2ccccc2c1-c1csc(N)n1	i	0.4	-33%	i	32	-19%	-0.1%	7%	0.2	91	24%	1.2%
CNc1nc2cccnc2s1	i	0.6	10%	i	23	2%	0.2%	2%	-0.3	52	16%	1.3%
CCOC(=O)N1CCN(CC(O)COc2cc(C)cc(C)c2)CC1 (configuration not stated)	.	.	4%	i	22	0%	1.3%	1%	-1.3	57	-20%	-1.3%
O=C(c1ccc2c(c1)OCO2)N1CCCC1	i	0.3	-21%	i	13	15%	-0.2%	-4%	-3.2	89	-8%	4.2%
O=C(c1ccc(O)cc1)c1ccc(C(=O)c2ccc(O)cc2)cc1	i	1.0	22%&5%	i	54	17%&-10%	0.2%&0.3%	-6%&10%	7.2	80	-13%&-51%	-1.5%&2.3%
O=C(NNC(=O)c1cccc2ccccc12)c1ccc(-c2ccccc2)cc1	i	0.0	17%	i	48	-9%	0.6%	-5%	16	45	-28%	-0.9%
CCN(CC)CCn1c(NCc2cc(OC)ccc2OC)nc2ccccc21	i	2.2	3%	i	42	-24%	0.7%	1%	-1.0	50	.	.
CCOc1ccc(CCNC(=O)C(C)n2nc(C)c3c(C)n(-c4ccccc4)nc3c2=O)cc1 (configuration not stated)	i	0.0	12%	i	25	0%	0.3%	0%	0.5	55	-6%	4.7%
Cc1ccc(S(=O)(=O)Nc2ccc3ncccc3c2)cc1	i	2.4	28%	i	64	15%	-0.2%	10%	0.3	82	11%	-2.6%
CCCCc1c(O)nc(SCC(=O)N2CCOCC2)n(-c2ccc(OC)cc2)c1=O	i	0.4	8%	i	11	-26%	0.0%	11%	-2.0	52	-38%	0.0%
Cc1cc(C(=O)COC(=O)c2cccnc2Cl)c(C)n1-c1c(C)n(C)n(-c2ccccc2)c1=O	i	0.2	7%	i	37	-19%	-0.2%	0%	-0.1	72	0%	-2.4%
COc1cc(C(=O)Nc2ccc(C(=O)O)cc2)ccc1OC(C)=O	i	0.4	-18%	i	51	-14%	-0.4%	11%	-0.8	39	7%	2.2%
COc1cccc(C(=O)C2CN(c3ccccc3)CC2c2ccc(Cl)cc2)c1 (configuration not stated)	i	1.9	-13%	i	14	7%	-0.1%	4%	1.7	74	-25%	1.7%
CCOC(=O)c1sc(NNC(=O)c2ccc(F)cc2)nc1C	i	0.8	10%	i	24	-12%	-0.1%	12%	2.0	41	-25%	-2.0%
COCCNc1nc(-n2nc(C)cc2C)nc2sc3c(c12)CCCC3	i	0.5	-10%	i	34	-16%	0.2%	1%	5.6	40	17%	0.4%
O=[N+]([O-])c1ccc(Cl)c(S(=O)(=O)/N=C(/c2ccccc2)N2CCOCC2)c1	i	0.1	3%	i	68	-7%	-0.4%	2%	0.6	56	3%	-1.9%
COc1ccccc1N1CCN(C(=O)C2C3C=CC4(CN(Cc5ccccc5Cl)C(=O)C24)O3)CC1 (configuration not stated)	i	0.6	-13%	i	39	-35%	-0.1%	12%	0.2	75	0%	1.9%
c1csc(-c2nn[nH]n2)c1	i	1.3	15%	i	39	-21%	-0.1%	8%	-0.9	49	-12%	-0.2%
COc1cccc(C(C(=O)NC2CCCC2)N(Cc2cccnc2)C(=O)Cc2cccs2)c1 (configuration not stated)	i	1.4	-17%	i	60	2%	-0.2%	-4%	1.1	42	-31%	1.1%
COc1ccc(OC)c(C(=O)NC(CC(N)=O)c2ccc(N3CCN(c4ccccc4)CC3)c([N+](=O)[O-])c2)c1 (configuration not stated)	i	0.7	-10%	i	7	-1%	-0.2%	-7%	3.1	47	-24%[20 µM]	0.0%
CCCCCC(=O)C(=O)c1ccc(O)cc1O	i	0.4	7%	i	16	-2%	0.0%	8%	1.9	82	30%	2.2%
COc1ccc(NC(=O)CNS(=O)(=O)c2ccc(Cl)cc2)cc1	i	0.1	7%	i	42	1%	-0.4%	-8%	3.4	57	-22%	0.9%
